# Source: PubChem BioAssay
# TRPM1 prom inh: MITF TRPM1 promoter inhibition in SK-MEL-5 cells | 0.83% of 330,000 active | inhibition, % at 12.5 µM | SK-MEL-5 TRPM1 promoter luciferase, 24 h | AID 488899;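 active = mean inhibition across replicates of 60% or more, whatever share of single replicates reaches that level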; also: values of inactives mirror those of a sister screen read the other way
# Shn3 3UTR inh: Schnurri-3 reporter inhibition in Clone20 osteoblasts. Clone20 osteoblast Shn3 3'UTR firefly luciferase, 24 h. inhibition, % at 12.5 µM. 0.52% of 360,000 active;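 active = mean inhibition of at least 75% with every replicate also reaching 75%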;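 also: 0% = median of neutral control wells and 100% = pilot-screen positive control compound; some compounds past the cut are filed as inactive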
# aDG glyco act: increases alpha dystroglycan glycosylation; Pro5-aDG cells, alpha-DG glycosylation AlphaScreen (IIH6); 0% Pro5, 100% B10-LARGE cell signal; activation, % at 10 µM; 0.22% of 360,000 active; AID 624168;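 active = activation of at least 8% versus controls, or a plate z-score of at least 8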;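 also: Pro5 are CHO cells carrying HIG-tagged alpha-DG that lacks glycosylation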
# NR2E3 ag-1: NR2E3 (human) agonism; inhibition of corepressor binding, % at 4.78 µM; AID 2300; Q9Y5X4; GST-NR2E3/biotin-RetCOR TR-FRET, 1536-well; 0.12% of 320,000 active;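 active = percent inhibition above the cutoff of mean plus 3 SD of all tested compounds, set per screening campaign, cut at about 20% in these data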;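 also: 0% = DMSO wells and 100% = biotin wells as full block of FRET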
# Target sequence (Q9Y5X4 whole entry, looked up): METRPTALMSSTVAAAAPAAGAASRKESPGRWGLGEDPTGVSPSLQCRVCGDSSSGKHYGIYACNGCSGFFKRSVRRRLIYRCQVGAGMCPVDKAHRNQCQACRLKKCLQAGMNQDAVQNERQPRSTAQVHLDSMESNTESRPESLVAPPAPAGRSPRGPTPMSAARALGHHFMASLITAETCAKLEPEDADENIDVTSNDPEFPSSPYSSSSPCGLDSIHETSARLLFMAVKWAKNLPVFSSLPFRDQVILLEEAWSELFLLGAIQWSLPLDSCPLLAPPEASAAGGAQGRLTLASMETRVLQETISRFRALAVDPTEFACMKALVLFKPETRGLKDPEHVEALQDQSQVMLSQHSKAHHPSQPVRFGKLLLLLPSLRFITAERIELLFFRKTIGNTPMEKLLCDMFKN
#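 Material: NR2E3–RetCOR corepressor complex / Amount: 1.35 nM GST-NR2E3 / Medium: Tris pH 7.5 / Compound: single nominal compound dose of 4.8 µM / Incubation: 5 h at 4 °C / Technique: TR-FRET, Eu(K)-anti-GST donor, streptavidin-D2 acceptor, ex 340, em 617/671 nm / Read-out basis: percent loss of FRET ratio relative to control wells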
# NR2E3 ag-2: activates human NR2E3 receptor; inhibition of corepressor binding, % at 3.98 µM; 0.35% of 360,000 active; CHO-S Gal4-NCOR/VP16-NR2E3 two-hybrid, luciferase; Q9Y5X4; AID 602229;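 active = inhibition above the mean of all tested compounds plus 3 SD, cut at about 70% in these data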;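 also: 0% = DMSO with NR2E3 transfected cells and 100% = cells lacking NR2E3 construct; higher means lower luciferase signal from less NR2E3 corepressor binding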
# hiPSC survival: increases survival of single human iPS cells. hiPSC single-cell survival, ATPlite luminescence; 100% = ROCK inhibitor wells, 0% = DMSO. survival enhancement, % at 20 µM. 0.044% of 360,000 active. AID 602274; in the data active = survival enhancement above about 18%;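 also: cells exposed to compounds for 16 hours before the ATP read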
# TWEAK-Fn14 inh: inhibitors of TWEAK-Fn14 interaction signaling. TWEAK-stimulated Fn14 reporter cells, luciferase luminescence, 8 h. 2% of 360,000 active. inhibition, % at 10 µM. AID 1159606; in the data active = inhibition above about 50%
# CF NFkB block: cystic fibrosis NF-kB activation inhibition. KKLEB NF-kB-GFP reporter, PAF-induced, GFP fluorescence overnight. inhibition, % at 5 µM. 0.86% of 360,000 active;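 active = at least 50% inhibition at 5 µM, scaled per plate between neutral and stimulator controls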;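 also: PAF is a Pseudomonas aeruginosa culture filtrate used as stimulus; plate controls were PAF-stimulated DMSO wells for no effect and unstimulated DMSO wells for full effect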
# KKLEB cytotox: counter-screen for CF NF-kB inhibitors: cytotoxicity; 0.36% of 360,000 active; AID 602141; KKLEB CF airway cells viability, ATPlite luminescence, overnight; hits give low values; cells stimulated with P. aeruginosa culture filtrate; activity change (cytotoxicity), % at 5 µM;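 active = corrected activity change at or below -50% at 5 µM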
# HIF-2a inh: blocks HIF-2a reporter activity | AID 624352 | inhibition, % at 18.8 µM | 786-0 RCC cells HIF-2a reporter, luciferase luminescence, overnight | 0.72% of 360,000 active;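 active = inhibition of the luminescence signal of 40% or more relative to plate controls, in a single-dose primary screen at 18.75 µM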
# Peg3 promoter: inhibitors of Peg3 promoter | HeLa PEG-Prom luciferase reporter, luminescence, overnight | inhibition, % at 20 µM | 1.7% of 360,000 active;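 active = inhibition of at least 50% at 20 µM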
# Numbers without * were called inactive; . = not tested or not shown.
# The line under a structure holds: TRPM1 prom inh	Shn3 3UTR inh	aDG glyco act	NR2E3 ag-1	NR2E3 ag-2	hiPSC survival	TWEAK-Fn14 inh	CF NFkB block	KKLEB cytotox	HIF-2a inh	Peg3 promoter
- Cc1cccc2cc(C3CC(c4ccco4)=NN3S(C)(=O)=O)c(Cl)nc12 (stereo not given)
  0.1	5.1	-0.1	-3.3	-1.0	-0.3	5.3	9.5	-10.9	14.2	7.1
- Cc1ccc(NC(=O)CSc2ncc3ccccn23)cc1
  0.1	81.2	0.1	-0.1	-3.8	0.4	-0.3	13.5	0.9	3.6	-18.9
- CCCCn1c(N)c(N(CC(C)C)C(=O)c2cc3ccccc3cc2OC)c(=O)[nH]c1=O
  5.6	2.9	-0.5	.	-27.4	-0.2	9.7	-14.0	13.4	7.2	-6.2
- Cc1ccc(OS(=O)(=O)c2ccc(N3C(=O)CCC3=O)cc2)cc1
  13.3	14.0	-0.1	8.1	-9.5	0.4	32.1	-14.2	9.5	-2.2	1.1
- O=C(c1ccc(Cn2cc(Br)cn2)o1)n1cccn1
  2.9	-2.6	0.0	5.7	-9.7	1.3	21.0	12.6	-9.1	1.9	20.7
- S=C(NC1CC1)N1CCCc2ccccc21
  -0.1	8.7	0.2	-1.3	-11.5	0.1	7.6	0.5	1.4	10.6	-1.3
- CCn1c(SCC(=O)NC2CCCCC2)nnc1C(C)NC(=O)c1ccccc1F (stereo not given)
  1.8	16.7	0.0	-1.3	-11.8	-0.3	-0.1	-6.0	6.6	6.0	10.0
- Cc1cccc(Oc2sc(C(=O)c3ccccc3)c(N)c2C#N)c1C
  -7.3	-4.7	0.0	-2.5	-22.4	-0.9	28.9	-15.6	-0.5	26.1	39.5
- CC(C)(C)N(Cc1ccccc1)C(=O)COC(=O)CNS(=O)(=O)c1ccc2ccccc2c1
  0.7	18.9	0.3	3.0	-6.7	-0.3	-25.1	11.3	-2.2	0.0	8.3
- Cc1ccc(C(=O)CNc2ccc(F)cc2)cc1
  -3.8	-9.4	-0.3	2.5	-39.5	0.4	-34.6	-20.1	18.9	-49.8	-11.8
- CC(C)[C@H](N)c1nnc(SC/C=C/c2ccccc2)o1
  4.9	-8.1	0.1	-0.7	-9.7	0.8	7.9	-11.0	30.1	8.1	7.9
- Cc1c(C)n(CC(O)CN(CCO)CCO)c2ccccc12 (stereo not given)
  -2.9	4.1	-0.1	0.0	-20.7	-0.5	-20.4	16.5	-5.9	13.2	3.5
- CC(CC(=O)c1ccccc1)=NCCCN=C(C)CC(=O)c1ccccc1
  .	-16.7	0.2	.	-4.4	-0.4	19.4	-15.5	-3.2	12.9	14.8
- CC(Sc1nnc2ccccn12)C(=O)N1CCc2ccccc2C1 (stereo not given)
  -6.4	-11.7	-0.1	1.1	-73.7	-1.1	-20.0	6.1	-3.3	-102.1	-75.5
- CCOC(=O)c1cc(-c2ccc(OC)cc2)n(CCC(=O)NC2CCN(Cc3ccccc3)CC2)c1C
  -19.2	13.2	0.6	3.4	-8.0	-1.1	-2.5	13.1	-9.7	7.8	6.7
- Cc1cc(-n2c(C)cc(C(=O)COc3ccc(F)c(F)c3)c2C)no1
  -58.4	-23.8	0.1	2.2	-88.8	0.3	-13.3	-15.2	8.4	-204.7	-175.0
- COc1cccc(N2CCN(C(=O)Cn3c(=O)oc4ccccc43)CC2)c1
  -2.8	-17.3	0.0	-2.9	-17.7	0.5	-6.5	-9.6	3.2	18.8	21.0
- O=C(Cc1ccc2c(c1)OCCO2)N1CCN(c2ccccc2)CC1
  0.1	-1.4	-0.3	-5.7	-23.8	-0.5	10.5	7.3	0.2	-38.0	-24.3
- CC(C)(C)C(=O)N1CCCC1C(=O)O (stereo not given)
  -2.0	0.6	0.0	-0.3	5.6	2.2	-4.9	-13.8	8.8	8.8	7.8
- COc1ccc(C(=O)C2CCN(C(=S)NCC3CCCO3)CC2)cc1 (stereo not given)
  -0.2	6.0	0.9	1.1	2.4	-1.2	15.9	14.9	6.0	-23.1	-18.1

# Gathered by group, those above with a tert-butyl group.
# The line under a structure holds: TRPM1 prom inh	Shn3 3UTR inh	aDG glyco act	NR2E3 ag-1	NR2E3 ag-2	hiPSC survival	TWEAK-Fn14 inh	CF NFkB block	KKLEB cytotox	HIF-2a inh	Peg3 promoter
- CC(C)(C)N(Cc1ccccc1)C(=O)COC(=O)CNS(=O)(=O)c1ccc2ccccc2c1
  0.7	18.9	0.3	3.0	-6.7	-0.3	-25.1	11.3	-2.2	0.0	8.3
- CC(C)(C)C(=O)N1CCCC1C(=O)O (stereo not given)
  -2.0	0.6	0.0	-0.3	5.6	2.2	-4.9	-13.8	8.8	8.8	7.8

# (listing goes on)
# The line under a structure holds: TRPM1 prom inh	Shn3 3UTR inh	aDG glyco act	NR2E3 ag-1	NR2E3 ag-2	hiPSC survival	TWEAK-Fn14 inh	CF NFkB block	KKLEB cytotox	HIF-2a inh	Peg3 promoter
- COc1ccc2nc(NC(=O)c3ccc4ncsc4c3)sc2c1
  -76.0	10.2	-0.1	5.8	-111.8	-3.5	25.7	-26.3	1.9	-227.1	-270.6
- COc1ccccc1NC(=O)CC(=O)c1ccccc1
  -6.8	-21.8	0.2	2.6	0.0	-0.4	-7.6	-8.2	6.8	-36.1	-38.3
- CCN(CC)S(=O)(=O)c1ccc(Oc2ccccc2OC)cc1
  2.2	-1.4	0.4	0.8	-25.8	-0.3	0.8	6.6	-3.3	-22.6	-14.6
- OC(CNCCc1ccccc1)c1ccccc1 (stereo not given)
  -5.0	-4.6	0.0	-0.7	5.4	1.7	-20.8	-7.9	1.5	-5.7	0.1
- O=c1c2ccccc2nc(-c2ccccc2)n1CCCn1ccnc1
  12.6	1.1	-0.3	-1.5	-21.1	0.6	-14.5	-0.5	1.2	8.9	0.9
- Cc1ccc(NC(=O)C2CC2c2ccccc2)cc1 (stereo not given)
  -43.4	-38.5	0.0	1.6	-21.6	0.6	-23.4	-13.4	7.6	-184.8	-136.9
- C=CCn1c(CSCc2ccc(F)cc2)n[nH]c1=S
  -6.4	23.3	0.2	0.2	-12.8	-0.4	-8.4	-11.4	-7.9	13.4	9.0
- COc1ccc(OC)c(NC(=O)CN(c2ccc(C(C)C)cc2)S(=O)(=O)c2c(C)noc2C)c1
  16.1	30.3	-0.2	1.9	3.6	-1.8	5.2	0.3	-0.5	23.1	39.5
- CSc1ccc(CN2CCC(C)(Oc3cccc(Cl)c3)C2)cc1 (stereo not given)
  .	-8.0	-0.2	.	8.3	-2.5	-18.7	-5.5	7.2	-0.3	6.1
- CN1CCN(c2ccc(S(=O)(=O)N3CCCCC3)cc2NC(=O)CCc2ccccc2)CC1
  -2.4	-4.6	-0.1	2.4	-16.0	-2.3	-7.5	34.4	-9.1	-0.5	-0.6
- COC(=O)[C@]1(C)N[C@H](c2ccc(-c3cccc(Cl)c3)c(OC)c2)[C@@H]2C(=O)N(C)C(=O)[C@@H]21
  -1.9	12.7	1.0	.	8.5	0.0	-32.0	-2.4	-4.9	15.5	20.3
- COc1cccc(NC(=O)c2ccc3nsnc3c2)c1
  -57.2	-43.5	-0.1	1.6	-102.1	-0.6	10.4	7.7	-18.9	-272.8	-295.0
- CCC(C)COC(=O)C(C#N)c1nc2ccccc2nc1N1CCCCC1 (stereo not given)
  -7.7	15.1	-0.3	-0.1	-2.1	-2.2	16.1	-4.7	-3.2	-2.6	12.8
- O=C(CN(Cc1ccccc1Cl)C(=O)c1csnn1)NCc1ccccc1
  -4.7	0.6	0.0	-0.2	-14.0	-0.1	14.3	4.9	0.2	13.9	-1.4
- Cc1ccc(C)c(N(CC(=O)Nc2ccc(-c3nc4ccc(C)cc4s3)cc2)S(C)(=O)=O)c1
  3.3	7.2	3.5	-2.3	-36.5	-1.7	4.5	-37.3	28.1	-129.1	-74.5
- CC(C)(C)NC(=O)CN(C(=O)CS(=O)CC(=O)Nc1ccc(F)cc1)c1ccccc1 (stereo not given)
  14.1	6.6	0.7	3.0	11.3	1.4	-9.4	4.0	18.1	9.5	-1.6
- O=C(O)Cc1ccc(O)c(O)c1
  5.4	-1.4	0.1	1.6	-12.3	2.1	9.1	-3.6	-10.8	9.8	-8.7
- Cn1nc(C(F)(F)F)c(C#N)c1N1CCN(c2ccccc2F)CC1
  -8.7	16.1	0.1	5.2	-6.5	-1.5	0.1	6.0	-6.5	4.9	-2.9
- Cc1ccc(C(=O)Cn2nnc(-c3ccccc3-n3cnnn3)n2)cc1
  0.5	-2.8	0.1	-1.1	-8.0	-0.1	-24.0	-4.2	-4.2	-10.8	13.4
- O=C1NCCN/C1=C\C(=O)c1ccccc1
  -12.4	-17.8	-0.1	2.5	-12.3	-1.0	-41.2	-6.4	7.6	-90.6	-45.9
- COc1cc2c(cc1OC)CN(Cc1ccc(OC)c(C)c1OC)CC2
  7.3	31.8	0.6	-1.0	-14.2	-1.3	-2.4	-0.2	5.2	9.6	-1.3
- Cc1ccc(C2CC(c3cccs3)=NN2C(=O)CSC2=NN3CCCC(=O)N=C3S2)cc1 (stereo not given)
  3.3	-6.3	-0.1	1.4	-15.2	-0.9	29.7	25.8	8.1	4.0	6.0
- Cc1ccc(S(=O)(=O)CCC(=O)OCc2ccccc2F)cc1
  0.7	-1.1	-0.1	-4.0	9.0	-0.6	-15.4	4.6	5.8	5.4	-2.5
- CC1=C(C(=O)OCC2CCCO2)C(c2ccccc2OC(C)C)C2=C(CC(c3ccco3)CC2=O)N1 (stereo not given)
  9.9	0.0	0.4	-1.7	-44.0	-2.9	13.1	3.8	-0.8	18.8	2.5
- CCC(C)n1c(=S)[nH]c2ccccc2c1=O (stereo not given)
  2.2	-4.8	0.4	-0.8	11.0	1.3	17.3	-15.0	0.3	24.6	7.2
- O=C(NCc1cccc(OC(F)(F)F)c1)c1ccc2c(c1)S(=O)(=O)c1cc(Cl)ccc1C2=O
  2.9	20.0	0.2	.	-19.4	2.0	-29.8	24.4	-15.1	-0.3	0.9
- CC1=CC2(C)C(C3C(C)=CC2(C)C(=O)C3(C)O)C(C)(O)C1=O (stereo not given)
  -4.0	-1.4	0.0	.	14.9	-1.0	17.7	-7.5	16.5	9.1	14.8
- CN(C)c1ccc(/C=N/NC(=O)CN(c2ccccc2Cl)S(C)(=O)=O)cc1Br
  -4.6	6.3	0.4	-0.8	15.9	1.6	-6.6	10.1	-1.0	25.9	4.3
- Cc1ccc(NC(=O)CSc2nnc(NC(=O)c3ccc(S(=O)(=O)N4CCOCC4)cc3)s2)cc1
  5.1	2.8	-0.2	0.5	-20.3	0.0	-10.9	-25.0	-4.4	-9.4	-106.9
- CCOC(=O)c1c(NC(=O)CSc2nnc(-c3ccccc3)o2)sc(C(C)=O)c1C
  -3.4	9.1	0.1	0.8	-5.4	2.7	-6.3	1.7	-13.3	-18.4	-28.6
- Cc1ccc(OCCn2c(SCCO)nc3c(N)ncnc32)cc1
  -8.1	53.1	0.1	-0.5	-23.3	0.0	29.5	1.3	-12.1	18.3	11.5
- COc1ccc2nc3c(cc2c1)c(NC(=O)C1CCCO1)nn3CC(C)C (stereo not given)
  -35.2	17.6	0.3	-3.6	-38.8	-1.6	16.1	-1.3	3.9	-112.2	35.4
